Bioassay records (PubChem BioAssay)
TPT1 inhibitor = inhibitors of Candida albicans tRNA 2'-phosphotransferase TPT1 | recombinant caTPT1, FP RNA substrate dephosphorylation | inhibition, % at 5 µM | 300,000 compounds, 0.81% hits | AID 1962;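 active means inhibition above the mean of all tested compounds plus 3 SD, set per screening campaign, cut at about 24% in these data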;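 further: plate controls were DMSO alone for no effect and ferristatin control at 100 nM for full effect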
GSTO1 inh = blocks human GSTO1 in RBBP9 counter-screen; P78417; recombinant GSTO1, activity-based probe fluorescence polarization; inhibition, % at 5.96 µM; 300,000 compounds, 1.1% hits;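 active means inhibition above the campaign mean inhibition plus 3 SD, cut at about 35% in these data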;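 further: 0% = GSTO1-1 with DMSO and 100% = wells lacking GSTO1-1 enzyme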
Target sequence (P78417 whole entry, looked up): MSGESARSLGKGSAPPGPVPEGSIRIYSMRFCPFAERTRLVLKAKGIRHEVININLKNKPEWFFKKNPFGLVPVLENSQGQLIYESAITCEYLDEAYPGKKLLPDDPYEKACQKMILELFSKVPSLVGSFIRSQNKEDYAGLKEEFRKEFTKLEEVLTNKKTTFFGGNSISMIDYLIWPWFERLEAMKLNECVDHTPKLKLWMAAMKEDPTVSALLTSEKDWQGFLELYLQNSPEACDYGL
Fam108B counter = Fam108B inhibition, counter-screen for RBBP9 inhibitors; AID 1947; recombinant Fam108B, FP-Rh probe fluorescence polarization; 300,000 compounds, 0.33% hits; inhibition, % at 9.51 µM;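 active means inhibition above the screen mean inhibition plus 3 SD, computed separately per campaign, cut at about 18% in these data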;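 further: inhibitors lower polarization as less probe binds the enzyme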
GLD-1 RNA inh = GLD-1-TGE RNA interaction inhibition (C. elegans); 320,000 compounds, 0.44% hits; AID 2280; inhibition, % at 5.96 µM; purified GLD-1 + fluorescein TGE RNA, fluorescence polarization;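 active means percent inhibition above a per-plate cutoff, the plate mean of test compounds plus 3 SD, cut at about 30% in these data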;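 further: 0% = DMSO wells with GLD-1 and probe and 100% = wells lacking GLD-1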
Target sequence (Q17339 whole entry, looked up): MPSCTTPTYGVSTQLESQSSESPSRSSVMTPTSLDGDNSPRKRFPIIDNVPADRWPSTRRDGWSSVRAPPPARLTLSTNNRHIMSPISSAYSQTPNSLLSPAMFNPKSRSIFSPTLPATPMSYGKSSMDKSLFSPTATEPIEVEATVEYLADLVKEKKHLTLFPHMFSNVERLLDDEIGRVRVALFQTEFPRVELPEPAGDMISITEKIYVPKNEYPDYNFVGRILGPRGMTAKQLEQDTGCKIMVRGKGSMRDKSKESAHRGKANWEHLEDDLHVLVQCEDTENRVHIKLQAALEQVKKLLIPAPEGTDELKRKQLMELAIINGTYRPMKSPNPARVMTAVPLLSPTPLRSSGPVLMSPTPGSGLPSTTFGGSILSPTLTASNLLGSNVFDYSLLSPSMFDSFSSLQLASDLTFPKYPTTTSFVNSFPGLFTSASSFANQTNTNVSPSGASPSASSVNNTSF
PAD4 inh = inhibitors of human PAD4. recombinant PAD4, RCA probe fluorescence polarization. inhibition, % at 6.36 µM. 330,000 compounds, 0.41% hits;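 active means percent inhibition above a cutoff equal to the mean of all tested compounds plus 3 SD, cut at about 15% in these data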;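 further: 0% = PAD4 with RCA probe and DMSO and 100% = probe without PAD4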
Bcl-xL primary = inhibitors of human Bcl-xL; Q07817; GST-Bcl-xL / FITC-Bim BH3 peptide fluorescence polarization; inhibition, % at 10.9 µM; 320,000 compounds, 0.7% hits;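 active means inhibition above the mean of all tested compounds plus 3 SD, cutoff set per campaign, cut at about 30% in these data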;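 further: 0% = DMSO wells and 100% = unlabeled Bim-BH3 peptide competitor; inhibitors lower millipolarization by displacing the labeled peptide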
Target sequence (Q07817 whole entry, looked up): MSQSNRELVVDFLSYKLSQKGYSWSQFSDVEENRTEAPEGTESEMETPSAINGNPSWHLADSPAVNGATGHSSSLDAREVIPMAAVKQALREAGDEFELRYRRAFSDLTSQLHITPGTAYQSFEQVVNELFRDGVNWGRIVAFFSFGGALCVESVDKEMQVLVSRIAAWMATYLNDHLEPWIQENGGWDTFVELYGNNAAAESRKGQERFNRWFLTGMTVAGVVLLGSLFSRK
MEX-5 binding = C. elegans MEX-5 TCR-2 RNA binding activity; Q9XUB2; MEX-5/FITC-TCR2 RNA binding, fluorescence polarization; active compounds read low; activity score (negative = inhibition of binding), % at 10 µM; 300,000 compounds, 0.38% hits;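 active means inhibition past about -25% in most replicates, and total fluorescence under double the plate's negative control median, limit read from the data; inconclusive means replicates evenly split on the limit, or fluorescence at least double controls; inactive means too little inhibition in most replicates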;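 further: 0% = DMSO and -100% = 5 µM competing unlabeled TCR2 RNA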
MCL1 BIM primary = inhibitors of human MCL1 binding to BIM-BH3 peptide | inhibition, % at 10.9 µM | 320,000 compounds, 0.68% hits | GST-MCL1 / FITC-Bim-BH3 fluorescence polarization | Q07820;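 active means inhibition above the mean inhibition of all tested compounds plus 3 SD, set per campaign, cut at about 40% in these data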;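 further: 0% = DMSO wells and 100% = unlabeled Bim-BH3 peptide control; higher means more loss of mP so more displacement of Bim peptide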
PME-1 inh = blocks human protein phosphatase methylesterase 1; Q9Y570; recombinant PME-1, FP-Rh probe fluorescence polarization; inhibition, % at 5.9 µM; 320,000 compounds, 0.53% hits; AID 2130;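 active means inhibition above the campaign mean of all compounds plus 3 SD, cut at about 26% in these data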;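 further: competitive labeling of PME-1 active site by serine hydrolase directed probe; 0% = PME-1 with DMSO and 100% = wells lacking PME-1 enzyme; inhibitors block probe labeling so polarization falls and inhibition rises; many of its hits are not listed in these tables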
* = called active by the depositor; ? = inconclusive; . = no result given. Some of the compounds tested, so the mix of outcomes need not match the whole.

The first five entries (preview)
SMILES	TPT1 inhibitor	GSTO1 inh	Fam108B counter	GLD-1 RNA inh	PAD4 inh	Bcl-xL primary	MEX-5 binding	MCL1 BIM primary	PME-1 inh
COc1ccc(OC)c(NC(=O)CCNS(=O)(=O)c2cccc3nsnc23)c1	0	6	1	0	-2	3	-3.5	5	4
CC(=O)NCCC(=O)Nc1nc2c(ccc3ccccc32)s1	-3	5	-3	0	2	-4	1.3	-4	-6
Cc1ncccc1C(=O)N1CCCC(CNC(=O)c2ccc(-c3ccccc3)cc2)C1 (stereo not drawn)	-2	1	-4	3	-3	2	1.2	4	1
CC(=O)C1=C(O)C=C(c2ccco2)CC1c1ccco1 (stereo not drawn)	4	17	1	-5	-4	3	-2.6	5	-4
COCc1nnc(NC(=O)c2c(-c3c(Cl)cccc3Cl)noc2C)s1	-1	-7	-4	-7	1	-3	0.7	-16	-3

The list itself, previewed entries included:
SMILES	TPT1 inhibitor	GSTO1 inh	Fam108B counter	GLD-1 RNA inh	PAD4 inh	Bcl-xL primary	MEX-5 binding	MCL1 BIM primary	PME-1 inh
COc1ccc(OC)c(NC(=O)CCNS(=O)(=O)c2cccc3nsnc23)c1	0	6	1	0	-2	3	-3.5	5	4
CC(=O)NCCC(=O)Nc1nc2c(ccc3ccccc32)s1	-3	5	-3	0	2	-4	1.3	-4	-6
Cc1ncccc1C(=O)N1CCCC(CNC(=O)c2ccc(-c3ccccc3)cc2)C1 (stereo not drawn)	-2	1	-4	3	-3	2	1.2	4	1
CC(=O)C1=C(O)C=C(c2ccco2)CC1c1ccco1 (stereo not drawn)	4	17	1	-5	-4	3	-2.6	5	-4
COCc1nnc(NC(=O)c2c(-c3c(Cl)cccc3Cl)noc2C)s1	-1	-7	-4	-7	1	-3	0.7	-16	-3
O=C(c1cc(-c2ccc(Cl)cc2)on1)N1CCN(c2ccccc2)CC1	-1	1	0	0	1	3	0.4	8	7
N=C1SCC(=O)N1c1ncc(Cc2ccc(F)cc2)s1	0	-9	10	-14	4	-3	-0.3	12	5
CCOc1ccc(NC(=S)N(CCN2CCOCC2)Cc2cc3cc4c(cc3[nH]c2=O)OCO4)cc1	-2	1	11	4	-3	5	-1.4	7	1
CC1CCN(C(=O)c2ccc(CSc3ccc(Cl)cc3)cc2)CC1	-4	-2	9	1	1	0	1.2	-3	4
CCN(CC)CCCN1C(=O)c2oc3ccccc3c(=O)c2C1c1cccnc1 (stereo not drawn)	0	-2	0	2	0	8	-4.0	5	4
CCC(=O)N1CCc2cc(OC)c(OC)cc2C1COc1ccc(OC)cc1 (stereo not drawn)	-3	10	-2	-4	0	11	2.4	4	-4
[N-]=[N+]=NC1C[C@H](n2ccc(=O)[nH]c2=O)O[C@@H]1CO (stereo partly drawn)	1	5	-4	5	-2	4	0.6	14	-2
Cc1ccc(CNC(=O)C(NS(=O)(=O)c2cccs2)C(C)C)cc1 (stereo not drawn)	1	7	-1	3	-3	-5	0.4	0	1
O=C(Nc1c(F)cccc1F)c1ccc2c(c1)CCN2S(=O)(=O)c1ccccc1	0	-7	0	-1	2	4	-0.1	1	6
COc1ccccc1CNC(=O)c1ccc(CNc2c(N3CCCC3)c(=O)c2=O)cc1	-5	10	0	4	-2	9	-2.1	2	-3
Cc1cc2ncc(-c3ccc(Cl)cc3)cn2n1	2	-4	-3	10	-2	1	-0.8	-3	-4
NC1=NC[C@@H](Cc2ccc(O)cc2)N1CCc1cc(C(F)(F)F)cc(C(F)(F)F)c1	-3	2	4	0	1	1	-2.0	8	2
CC1(C)[N+]([O-])=C2C(=[N+]([O-])C1(C)C)c1ccccc1/C2=N\O	4	6	3	-9	-5	0	0.5	-3	-2
CCCCc1c(O)c2ccccc2n(CCCC)c1=O	-1	-3	0	-3	-5	-1	1.5	-12	-1
N#Cc1cnn(-c2ncnc3sc(-c4ccccc4)cc23)c1N	0	7	-2	3	-2	3	0.4	2	-1
COc1ccc2c(c1)c(C(=O)N1CCN(C)CC1)c(C)n2-c1ccccc1	1	1	0	3	-4	4	0.3	0	9
Cc1ccc(COn2nnc3ccc(S(=O)(=O)N4CCOCC4)cc32)cc1	.	.	.	1	-1	0	.	-7	-3
CSCC(C)N1CCC(N2CCC(C(=O)NCc3ccccn3)CC2)CC1 (stereo not drawn)	-3	0	0	18	0	33*	?	40*	-4
CCCCN(C(=O)c1c(C)noc1C)c1c(N)n(CCCC)c(=O)[nH]c1=O	-5	-10	0	22	-3	12	-5.7	20	-1

Three successive entries from above, for reference:
SMILES	TPT1 inhibitor	GSTO1 inh	Fam108B counter	GLD-1 RNA inh	PAD4 inh	Bcl-xL primary	MEX-5 binding	MCL1 BIM primary	PME-1 inh
COCc1nnc(NC(=O)c2c(-c3c(Cl)cccc3Cl)noc2C)s1	-1	-7	-4	-7	1	-3	0.7	-16	-3
O=C(c1cc(-c2ccc(Cl)cc2)on1)N1CCN(c2ccccc2)CC1	-1	1	0	0	1	3	0.4	8	7
N=C1SCC(=O)N1c1ncc(Cc2ccc(F)cc2)s1	0	-9	10	-14	4	-3	-0.3	12	5

Additional structures follow:
SMILES	TPT1 inhibitor	GSTO1 inh	Fam108B counter	GLD-1 RNA inh	PAD4 inh	Bcl-xL primary	MEX-5 binding	MCL1 BIM primary	PME-1 inh
COC(=O)COc1ccc(S(=O)(=O)Nc2ccc3c(c2)OCO3)cc1	0	5	0	10	4	10	-2.1	13	4
COc1ccc(CCNC(=O)CCNS(=O)(=O)c2cccc3nonc23)cc1OC	2	1	0	-19	0	-55	-0.6	-56	-11
COc1ccc(-c2nc(NC(C)=O)sc2-c2ccccc2)cc1	-3	6	-7	13	2	6	-0.2	1	16
Cn1c(Cl)c(/C=N/OC(=O)c2cccc(Cl)c2)c2ccccc21	2	-4	-1	3	-4	1	1.0	-3	0
COCc1cc(/C=N\NC(=O)COc2ccc(Cl)cc2)ccc1OC	1	-4	-6	-9	-9	0	-0.1	-2	-5
O=C(CSc1nc2ccccc2s1)Nc1cc(S(=O)(=O)N2CCOCC2)ccc1O	-3	4	0	3	4	16	-2.6	43*	4
O=C1C[C@@H](c2ccccc2)Oc2cc(O)cc(O)c21	0	0	3	0	-3	-2	2.4	-2	1
S=C(NCc1ccccc1)NC1CCCCC1	-4	-2	-4	6	1	5	0.4	8	-2
O=C(CN1C(=O)CSc2ncccc21)Nc1ccccc1F	-2	-13	1	5	-1	3	0.7	4	-1
CS(=O)(=O)c1ccc2nc(NC(=O)Nc3ccccc3F)sc2c1	2	-9	-11	7	-2	0	2.2	-11	-14
COc1cc(CC(=O)Nc2ccc(Cl)c(C(F)(F)F)c2)cc(OC)c1OC	-3	-11	-6	3	-3	2	1.5	1	2
CCOc1ccc(CN(C)CC(=O)Nc2cccc3ccccc23)cc1OC	2	1	1	4	3	10	.	5	-3
O=C(O)c1cc(-c2ccc(N3CCOCC3)cc2)nn1-c1ccccc1Cl	1	-6	0	-3	2	2	1.4	0	-4
O=C(NCc1ccncc1)c1ccc(Cl)c(S(=O)(=O)N2CCCCC2)c1	2	11	-2	-5	2	0	-0.2	3	-1
CC(Cn1cncn1)C(=O)N1CCN(S(=O)(=O)c2ccc(Cl)cc2)CC1 (stereo not drawn)	-1	-1	-1	6	-1	3	-2.4	-4	2
COC(=O)c1c(NC(=O)C2CC2)sc2c1CCN(C(C)=O)C2	-6	-2	-1	0	2	0	-1.3	-3	-10
O=Cc1ccccc1Oc1ccccc1	-2	14	-4	4	1	0	0.9	-1	-4
CCNC(=O)CSc1nnc(-c2cccs2)o1	-2	11	2	-1	-2	9	0.5	7	0
O=Cc1cccn1-c1ccc(O)cc1	2	3	0	-1	0	4	1.4	-2	-4
CC(=O)Nc1cccc(-c2nc3ccccc3s2)c1	0	10	7	0	-7	3	3.5	3	-7
C/C(CC(=O)Nc1ccc(OCc2ccccc2)cc1)=N\NC(=O)C(=O)Nc1cccc(C)c1	0	-6	-3	-7	1	5	0.0	6	-15
CSc1n[nH]c(=O)n1-c1cccc(Cl)c1	-3	1	-2	-3	-2	7	0.5	5	3
Cc1cccc(NC(=O)CCSc2nnc(Cc3ccccc3)o2)c1	-3	2	9	-2	1	-1	-2.0	-4	4
COc1ccc(C(=O)NCCCSc2ccccc2)cc1F	-4	5	2	1	-4	3	3.0	-5	4
Cc1cccc(C)c1NC(=O)CNC(=O)c1ccc(N2CCCC2)c([N+](=O)[O-])c1	.	.	.	1	3	2	.	3	2
Cc1ccc(CN(CC(=O)NCc2ccccn2)S(=O)(=O)c2ccccc2)cc1	4	-6	3	-4	-3	6	-4.0	7	-2
COc1ccc(/C=N/NC(=O)c2ccncc2)cc1[N+](=O)[O-]	1	2	1	-4	-6	0	0.7	8	-1
COc1ccc(NC(=O)CSC2=NC(=O)CC(C)=N2)cc1	-2	1	-2	-3	-4	4	-0.2	8	0
COc1ccc(OC)c(NC(=O)C(CC(C)C)NC(=O)C2CCCCC2)c1 (stereo not drawn)	-3	0	0	7	4	3	0.9	8	-2
COc1ccc2[nH]c(=O)c(CN(Cc3nnnn3Cc3ccco3)C3CCCCC3)cc2c1	10	-2	-2	2	0	2	3.7	7	2
COc1cc(O)oc1C=Nc1ccc(C(F)(F)F)cc1	2	3	1	0	2	1	0.5	-5	6
Cc1nnc(SCC(=O)NNC(=O)COc2ccc(Br)cc2)n1C	.	.	.	1	-1	2	.	-1	2
CCN(CC)CCOC(=O)/C=C/c1ccccc1	4	-1	0	2	-1	6	-0.2	5	0
COCCNC(=O)C(c1ccc(O)cc1)N(C(=O)CCC(=O)Nc1nccs1)c1ccc(C)cc1 (stereo not drawn)	-2	-8	-2	0	4	-2	-0.5	-10	3
C=CCNC(=O)c1onc(CSc2ccccc2F)c1C(=O)O	1	2	-6	3	-1	6	1.6	2	-5
Cc1ccn2c(NC3CCCCC3)c(-c3cccc(-c4cccc(Cl)c4)c3)nc2c1	1	11	1	-6	1	4	3.6	2	1
CC(C)Oc1cccc(C(=O)C2CCCN(C(=O)c3ccnn3C)C2)c1 (stereo not drawn)	-3	2	-3	-5	12	0	1.8	-8	-2
O=C(Nc1ccc(F)cc1)C1CC2CCC1C2 (stereo not drawn)	-4	0	2	-6	0	0	1.3	5	2
CCCOC1CCCN(C(=O)c2ccc(OC3CCN(Cc4ccccn4)CC3)cc2)C1 (stereo not drawn)	-1	-2	-1	-1	-1	7	-1.8	8	-2
O=C(NCCc1ccccc1F)N[C@@H](Cc1ccccc1)C(=O)O	-4	6	2	-3	2	1	1.2	5	-9
